IMP-1 inh – blocks Pseudomonas aeruginosa IMP-1 metallo-beta-lactamase. purified IMP-1, nitrocefin hydrolysis, epi-absorbance fluorescence. inhibition, % at 5.6 µM. 290,000 tested, 0.45% active. AID 1556;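 active = inhibition above the mean plus 3 SD of all compounds in the same screening run, cut at about 4.5% in these data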;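 also: 0% = IMP-1 with DMSO and 100% = DMSO wells lacking enzyme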
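System: Purified recombinant IMP-1 metallo-beta-lactamase enzyme | Measured by: Fluorescence quenching readout, ex 480/em 530 nm | Replication: Singlicate | Incubation: 15 min preincubation plus 25 min reaction at 25 °C | Evaluation: Percent inhibition from optical density relative to buffer-blank wells | Benchmarks: DMSO with and without IMP-1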
p-CIP stab down – lowers stability of the mouse p/CIP coactivator protein. Q05BA5. F442A p/CIP-EGFP cells, EGFP fluorescence, 16 h. decrease of EGFP signal, % at 10 µM. 290,000 tested, 0.01% active. AID 1984;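 active = EGFP signal decrease of at least 30% at 10 µM or well 3 SD below plate mean, unless failing retest; inactive = the rest, including hits failing retest or dose response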; also: some compounds called inactive have numbers as strong as hits; many of its hits are not listed in these tables
IDE cell activ – IDE (human) activation, cell-based | activation, % at 5.96 µM | 340,000 tested, 0.073% active | HEK cells, FAbeta-B cleavage, fluorescence polarization; 0% vehicle, 100% cell-free pure enzyme wells | P14735 | AID 493087;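 active = activation above the mean of all tested compounds plus 3 SD, set per screening campaign, cut at about 17% in these data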
VIM-2 inhibitor – blocks Pseudomonas aeruginosa VIM-2 metallo-beta-lactamase; purified VIM-2, nitrocefin hydrolysis, epi-absorbance fluorescence; inhibition, % at 5.6 µM; 290,000 tested, 0.89% active;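 active = inhibition above the mean of all tested compounds plus 3 SD, cutoff set per screening run, cut at about 7.5% in these data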;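 also: red hydrolysis product quenches plate fluorescence so inhibitors raise well fluorescence; 0% = enzyme with DMSO and 100% = DMSO without enzyme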
GalR3 antag – human GalR3 antagonism; 360,000 tested, 0.44% active; HEK293 GalR3-CNG cAMP membrane potential fluorescence; galR3 body fused to GalR1 C-terminus; inhibition, % at 3 µM; O60755; AID 651719;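 active = inhibition above the screen-wide average plus 3 SD, cut at about 13% in these data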;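 also: forskolin and galanin both at EC90 stimulate the cells; cAMP rise reported by CNG channel membrane potential dye signal; 0% = forskolin plus galanin with DMSO and 100% = forskolin alone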
Target sequence (O60755 1-299 limits assumed): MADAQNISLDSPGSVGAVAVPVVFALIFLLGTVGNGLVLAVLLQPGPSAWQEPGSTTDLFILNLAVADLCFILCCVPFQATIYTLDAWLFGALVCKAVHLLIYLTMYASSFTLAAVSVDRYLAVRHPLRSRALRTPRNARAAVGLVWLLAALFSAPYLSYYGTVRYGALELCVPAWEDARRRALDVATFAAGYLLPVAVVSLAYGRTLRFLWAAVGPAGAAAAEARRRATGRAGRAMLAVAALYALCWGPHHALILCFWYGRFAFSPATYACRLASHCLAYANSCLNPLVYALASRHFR
UBC9 SUMO inh – inhibitors of human SUMOylation (UBC9); HTRF SUMOylation assay, SAE1/SAE2 + UBC9, in vitro; inhibition, % at 35 µM; 290,000 tested, 0.36% active; AID 2006; in the data active = inhibition above about 50%, passing the limit was not always enough; also: strong numbers were not always called active
Target sequence (P63279 whole entry, looked up): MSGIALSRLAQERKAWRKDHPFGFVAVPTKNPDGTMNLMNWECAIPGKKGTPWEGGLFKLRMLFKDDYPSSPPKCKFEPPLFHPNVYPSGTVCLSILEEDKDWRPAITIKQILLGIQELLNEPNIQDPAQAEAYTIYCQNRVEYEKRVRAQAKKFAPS
CRFBP-R2 block – CRF-BP/CRF-R2 complex antagonism. AID 588475. HEK293 CRF-R2/CRF-BP, CRF-induced calcium fluorescence. 350,000 tested, 0.59% active. inhibition, % at 11.8 µM;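 active = inhibition of the ligand-induced calcium signal above about 50% at the single tested concentration, limit read from the data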
NS3 helicase inh – inhibitors of Hepatitis C virus NS3 helicase | 290,000 tested, 0.56% active | inhibition, % at 10.9 µM | NS3 helicase DNA unwinding, Cy5 molecular beacon fluorescence;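 active = inhibition above the mean of all tested compounds plus 3 SD, set per campaign, cut at about 35% in these data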;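 also: 0% = DMSO wells and 100% = thioflavine S control wells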
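System: NS3 helicase fragment of HCV / Schedule: 1 h at 25 °C / Control set: DMSO alone as 0% and 110 µM thioflavine S as 100% / Reagent: Cy5/quencher beacon DNA duplex and ATP to start / Technique: Cy5 fluorescence / Replication: singlicate / Evaluation: % inhibition of end-to-start signal ratio versus controls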
IDE cell inh – inhibits human insulin-degrading enzyme in HEK cells; P14735; FAbetaB cleavage, fluorescence polarization; AID 434962; inhibition, % at 5.59 µM; 320,000 tested, 0.41% active;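 active = percent inhibition above the average of all tested compounds plus 3 SD, set per screening campaign, cut at about 16% in these data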;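 also: IDE supplied by intact live HEK cells; FP after avidin binding of uncleaved biotin substrate so inhibition keeps polarization high; 0% = DMSO wells and 100% = 60 µM reference IDE inhibitor Ii1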
* hit, by the source's call; / = no result given. No enrichment for hits, and some 3.2% of all compounds hit somewhere here.

SMILES	IMP-1 inh	p-CIP stab down	IDE cell activ	VIM-2 inhibitor	GalR3 antag	UBC9 SUMO inh	CRFBP-R2 block	NS3 helicase inh	IDE cell inh
O=C(c1cccc(S(=O)(=O)N2CCN(c3ccccc3)CC2)c1)N1CCN(c2ccccc2O)CC1	/	/	3	/	0	/	7	/	5
Cc1ccc(C(=O)C2CCN(CC(=O)NC3CCCCC3)CC2)cc1	-0.9	10	-4	-1.2	-4	10	-36	-12	2
COc1ccccc1N1CCN(C(=O)CSc2nc(C)c(C)c(=O)[nH]2)CC1	1.6	-7	-5	2.5	-6	-2	-5	9	3
O=C(O)c1cccc(S(=O)(=O)N(Cc2ccccc2)c2ccccc2Cl)c1	3.5	4	-2	0.3	-11	-9	22	22	/
OCCN(Cc1ccccc1)Cc1cccc(C(F)(F)F)c1	-3.1	-9	8	-0.1	-3	-2	-31	-2	3
CCN(Cc1ccccc1)C(=O)c1c(-c2ccccc2Cl)noc1C	-2.6	-10	4	-0.4	-3	7	4	9	0
Cc1ccc(NC(=O)c2cc([N+](=O)[O-])ccc2Cl)c(O)c1	-1.2	-10	11	-0.7	-4	11	-7	1	1
Cc1sc2ncnc(SCc3ccc(C(=O)O)cc3)c2c1C	-3.5	-5	5	-5.1	-6	8	11	3	-6
CCCCP(=O)(CCCC)Cc1ccccc1O	-4.8	-14	2	-5.7	-4	8	-4	3	3
Cc1ccc(C)c(NC(=S)Nc2cccc3cnccc23)c1	0.0	-21	0	11*	-2	99	4	-9	-3
CC1CN=C(N(C(=O)Nc2ccccc2)c2ccc(F)cc2)S1 (stereo unspecified)	-3.9	-9	2	0.9	0	17	-5	3	1
COc1ccc(Cl)cc1NC(=O)c1oc(C)nc1C	-4.1	6	7	-1.5	-5	1	21	7	2

Compound profiles, from the list above. Screens in order: IMP-1 inh	p-CIP stab down	IDE cell activ	VIM-2 inhibitor	GalR3 antag	UBC9 SUMO inh	CRFBP-R2 block	NS3 helicase inh	IDE cell inh
Results for Cc1sc2ncnc(SCc3ccc(C(=O)O)cc3)c2c1C → -3.5	-5	5	-5.1	-6	8	11	3	-6
Results for COc1ccccc1N1CCN(C(=O)CSc2nc(C)c(C)c(=O)[nH]2)CC1 → 1.6	-7	-5	2.5	-6	-2	-5	9	3
Results for Cc1ccc(NC(=O)c2cc([N+](=O)[O-])ccc2Cl)c(O)c1 → -1.2	-10	11	-0.7	-4	11	-7	1	1

Two entries from above, set out differently.
Results follow in this order: IMP-1 inh, p-CIP stab down, IDE cell activ, VIM-2 inhibitor, GalR3 antag, UBC9 SUMO inh, CRFBP-R2 block, NS3 helicase inh, IDE cell inh
O=C(c1cccc(S(=O)(=O)N2CCN(c3ccccc3)CC2)c1)N1CCN(c2ccccc2O)CC1
 : /, /, 3, /, 0, /, 7, /, 5
Cc1ccc(C(=O)C2CCN(CC(=O)NC3CCCCC3)CC2)cc1
 : -0.9, 10, -4, -1.2, -4, 10, -36, -12, 2

Next section
SMILES	IMP-1 inh	p-CIP stab down	IDE cell activ	VIM-2 inhibitor	GalR3 antag	UBC9 SUMO inh	CRFBP-R2 block	NS3 helicase inh	IDE cell inh
COc1ccc2oc(C(=O)N3CCN(C/C=C/c4ccccc4)CC3)c(C)c2c1	/	/	3	/	-5	/	1	/	0
CN(CC(=O)N1CCCCC1)S(=O)(=O)c1ccc(Cl)cc1	-2.4	0	6	-2.2	-6	0	11	-6	-5
CCOC(=O)C1CCCN(CC(O)COc2ccccc2C(C)=O)C1 (stereo unspecified)	-1.9	-14	3	-1.1	-9	18	-5	0	-5
Cn1cc(Cl)c(C(=O)NNC(=S)NCc2ccco2)n1	-2.7	-6	2	0.3	-7	13	-6	0	4
Cn1cc(-c2ccno2)c(C(=O)O)n1	-1.5	15	11	-0.2	-6	3	10	-7	3
C(=N\n1cnnc1)/c1cn(-c2cccs2)nc1-c1ccccc1	-1.6	-11	5	3.7	-5	21	-21	-8	-1
Cc1[nH]n(-c2ccccc2)c(=O)c1C(C[N+](=O)[O-])c1ccc(Br)cc1 (stereo unspecified)	-4.2	-7	-12	-5.6	2	50	-22	12	-3
CCC(Sc1ccc2nnc(-c3ccc(F)cc3)n2n1)C(=O)OC (stereo unspecified)	-5.3	4	6	-5.1	-5	28	0	-4	-2
O=C(Nc1ccc(F)cc1)Nc1cccnc1Cl	-2.4	3	6	2.4	-8	-1	13	-9	-1
N/C(=N\OS(=O)(=O)c1ccc(Cl)cc1)c1ccccn1	-4.5	-8	4	-3.5	-4	13	4	-9	/
Cc1nnsc1C(=O)NNc1ccc(C(C)C)cc1	-0.3	0	3	-2.1	-3	14	-5	3	5
CC(C)CCNC(=S)Nc1ccc([N+](=O)[O-])cc1	-2.4	0	2	-1.2	-7	9	37	-8	3
COc1cc(OC)cc(C(=O)NC(C(=O)N2CCC2)C(C)C)c1 (stereo unspecified)	/	/	5	/	1	/	0	/	1
CC1CCCCN1CCNS(=O)(=O)c1ccc2c(c1)oc(=O)n2C (stereo unspecified)	-1.8	-3	-3	-2.4	-3	14	9	3	3
CCN(C(=O)CSc1nc2cc(S(=O)(=O)N(CC)CC)ccc2o1)C1CCS(=O)(=O)C1 (stereo unspecified)	-0.2	3	4	-2.2	0	6	0	4	-4
O=C(Nc1cnccn1)c1ccc(F)cc1Cl	-3.2	-18	1	-1.6	-8	11	5	7	5
C#CC[N+]1(CC#Cc2ccccc2)CCOCC1	-5.0	-5	6	-6.4	0	12	3	0	-6
Cc1cc2nc3n(c2cc1C)CCCN3	-3.6	-6	2	1.4	-10	14	-1	6	-3
Cc1ccc(C(=O)NCCCNC(=O)c2ccccc2C)cn1	-3.8	-16	4	-2.2	-8	3	-4	10	-7
O=C(NC1CCCCC1)/C(=N\O)c1ccccn1	-2.6	-1	4	-2.0	-5	7	18	-2	6
CCCCSc1nc(C)[nH]c1[N+](=O)[O-]	-3.0	4	5	-0.8	-3	10	-13	-2	1
CCCCn1c(NC(C)=O)c(C#N)c2nc3ccccc3nc21	-3.4	-22	3	-0.6	-5	102*	-41	9	3
COc1ccc(-c2nc(CS(=O)(=O)CC(=O)NCc3cccc(Br)c3)c(C)o2)cc1	-0.5	2	10	0.9	/	9	-8	27	0
CCOC(=O)c1c(C)nc2sc3c(=O)n(-c4ccc(C)cc4)cnc3c2c1-c1ccc(OC)cc1	-0.2	-3	0	-0.9	-4	-2	-9	7	5
COc1ccc(CN(C)C(=O)c2ccc(Cl)c(S(=O)(=O)NCc3cccnc3)c2)cc1F	/	/	-2	/	-4	/	8	/	5
Cc1sc2c(c1C)CN(C1CC(C)(C)NC(C)(C)C1)CN2C(=O)c1ccco1	-0.1	-1	/	-0.2	/	18	/	-18	3
CC(=O)c1ccc(OCCCC(=O)OCc2nnc(-c3ccc(Cl)cc3)o2)cc1	-2.4	-10	-1	-0.7	-5	16	20	6	-1
O=C(N/N=C/c1ccccc1Cl)c1ccc(F)cc1	-2.1	-7	-2	-4.0	-8	-3	13	-4	0
Cc1cc(C)nc(SCCn2c(N3CC(C)OC(C)C3)nc3c2c(=O)n(C)c(=O)n3C)n1 (stereo unspecified)	-2.2	12	1	-2.1	-3	7	-9	10	-3
Cc1ccc(C)c(S(=O)(=O)N2CCC(c3nc4c(nnn4Cc4ccc5c(c4)OCCO5)c(=O)[nH]3)CC2)c1	-2.2	-5	0	-2.3	4	-8	26	17	5
CCNC(=S)N/N=C/c1cccc(OCc2c(F)cccc2Cl)c1	-3.8	-9	5	-2.8	-6	4	-27	-15	3
C=CC[n+]1c(C)csc1Nc1ccc(C)cc1	-2.3	1	-1	1.3	1	7	19	-8	5
CCOC(=O)C1=C(C)NC(C)=C(C(=O)OCC)C1C(=O)OCC(=O)N1CCCCC1C (stereo unspecified)	/	/	7	/	-3	/	2	/	1
Cc1[nH]c2ccccc2c1CCN(Cc1cccs1)C(=S)Nc1ccccc1	0.1	-12	0	0.1	1	-55	1	1	-2
CCc1c(-c2ccccc2)nc2nc(C)c(C)nn12	-2.5	0	3	-4.1	2	13	-13	5	1
CCOc1ccc(S(=O)(=O)N2CCOCC2)cc1NC(=O)c1ccc(N2CCCC2=O)cc1	/	/	1	/	-5	/	-6	/	5
O=C(C1CCN(S(=O)(=O)c2ccc(F)cc2)CC1)N1CCCC(C(F)(F)F)C1 (stereo unspecified)	/	/	0	/	-3	/	-8	/	-4
FC(F)(F)c1cccc(Cn2c3[n+](c4ccc(C(F)(F)F)cc42)CCCCC3)c1	-0.5	-1	8	0.8	-7	-4	5	-41	4
CCC(C)C(NC(=O)C1CCC(C)CC1)C(=O)NC(CCSC)C(=O)OC (stereo unspecified)	-1.7	2	6	-6.2	-2	-4	17	-6	-7
Cc1cccc(Cc2cnc(NC(=O)CN3C(=O)/C(=C/c4ccccc4)SC3=S)s2)c1	-1.5	-2	4	-2.7	1	-2	6	12	2
CC1(C)Cc2c(C#N)c(N3CCOCC3)nc(Cc3ccccc3)c2CO1	0.1	-8	-10	0.0	-3	5	-12	29	-2
CC(C)CCn1c(N2CCCC2)nc2c1c(=O)[nH]c(=O)n2C	-5.7	-8	2	-0.8	1	4	-10	-14	12
O=C(Cn1cnc2cc([N+](=O)[O-])ccc2c1=O)N(Cc1ccccc1)C1CCS(=O)(=O)C1 (stereo unspecified)	0.2	-10	-4	0.4	1	1	12	-3	2
Cc1nn(-c2cccc(C(F)(F)F)c2)c(=O)c2noc(C)c12	-2.3	-16	4	-0.6	1	22	-2	-2	5
COc1cccc2cc(-c3nnc(SCC(=O)NCc4ccccc4)n3C)oc12	-1.6	2	1	-4.8	-2	-2	16	11	3
CC(C)c1ccc(Nc2nc(Cl)nc(NCCO)n2)cc1	-0.8	-18	2	0.6	-10	1	-12	-13	1
O=C1c2[nH]nc(-c3ccccc3O)c2C(c2cccc(O)c2)N1Cc1ccco1 (stereo unspecified)	-0.1	-9	-1	-2.9	-4	9	11	-10	3
Cc1nc2sc(C)c(C)c2c(=O)o1	-4.0	27	-1	-4.1	-6	6	-7	-7	-3
CC(=O)c1cc2c(cc1NC(=O)CCC1CCCC1)OCO2	-4.0	-17	/	-1.5	-2	3	/	4	4
COc1cc(C(=S)NC2CCCCC2)ccc1O	-0.4	-4	-2	-4.1	-6	-5	0	-6	1
Cc1onc(-c2c(Cl)cccc2Cl)c1C(=O)NCCN1CCOCC1	-1.4	-12	7	3.6	-6	10	-26	18	-1

Taken from above:
p-CIP stab down result of CC(C)c1ccc(Nc2nc(Cl)nc(NCCO)n2)cc1 : -18
GalR3 antag result of Cc1nn(-c2cccc(C(F)(F)F)c2)c(=O)c2noc(C)c12 : 1
IMP-1 inh result of CCC(C)C(NC(=O)C1CCC(C)CC1)C(=O)NC(CCSC)C(=O)OC (stereo unspecified) : -1.7
UBC9 SUMO inh result of O=C(Cn1cnc2cc([N+](=O)[O-])ccc2c1=O)N(Cc1ccccc1)C1CCS(=O)(=O)C1 (stereo unspecified) : 1

Assay outcomes as filed in PubChem.
